Compound activity from PubChem BioAssay.
SKN-1 inh – suppressors of acrylamide-induced Pgst-4::GFP reporter in worms, primary screen, SKN-1 inhibitor project, whole organism, uHTS, GFP/RFP fluorescence ratio, strain VP596. C. elegans VP596 Pgst-4::GFP/RFP ratio, 24 h. inhibition, % at 21.8 µM. 360,000 compounds, 0.49% hits;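 active = interference check ratio from 0.5 to 1.5 plus GFP to RFP signal ratio inhibition reaching or exceeding a fixed threshold, cut at about 30% in these data, passing the limit was not always enough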; also: some compounds called inactive have numbers as strong as hits
SUMO1-SIM PPI – modulators of SUMO1 protein-protein interactions, primary screen, biochemical, uHTS. Small ubiquitin-related modifier 1 (Homo sapiens), P63165. SUMO1 binding to a labelled peptide, TR-FRET, 1 h. inhibition, % at 20 µM. 360,000 compounds, 0.33% hits. AID 602429, 2012; in the data active = inhibition above about 37%
Target sequence (P63165 whole entry, looked up): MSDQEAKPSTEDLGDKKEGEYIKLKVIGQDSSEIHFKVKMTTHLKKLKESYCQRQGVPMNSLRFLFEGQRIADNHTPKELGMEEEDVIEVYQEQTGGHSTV
Rpn11 block – Rpn11 (PSMD14) deubiquitinase inhibitors, primary screen, biochemical, fluorescence polarization, uHTS; calls only at 20 µM; 360,000 compounds, 0.59% hits; human 26S proteasome, Ub4-pepOG fluorescence polarization; 20S core pre-blocked with epoxomicin; 26S proteasome non-ATPase regulatory subunit 14 (Homo sapiens), O00487;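 active = inhibition at 20 µM, scaled to each plate's controls, above about 33%, limit read from the data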
Scp-1 inhibitor – Scp-1 phosphatase inhibitors, primary screen, biochemical, colorimetric, uHTS; AID 493091, 2011; inhibition, % at 20 µM; 340,000 compounds, 0.88% hits; Carboxy-terminal domain RNA polymerase II polypeptide A small phosphatase 1 (Homo …; Recombinant Scp1, phosphopeptide, malachite green phosphate absorbance;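 active = inhibition above about 50% at 20 µM, limit read from the data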;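 also: plate controls were DMSO wells with enzyme for no effect and wells lacking enzyme for full effect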
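Assay system: SCP-1 catalytic fragment, aa 76-261 | Buffer or medium: Tris acetate buffer pH 5.5 with MgCl2 and Tween-20 | Compound: One concentration, 20 µM, with 1.0% DMSO | Also added: Phospho 17-mer peptide substrate | Signal: Absorbance at 630 nm | Incubation: 45 min enzyme reaction at room temperature | Measure: % inhibition of SCP-1 phosphate liberation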
LMPTP block – LMPTP phosphatase inhibitors, primary screen, biochemical, fluorescence intensity, uHTS; inhibition, % at 20 µM; Low molecular weight phosphotyrosine protein phosphatase (Homo sapiens), P24666; recombinant LMPTP-A, OMFP fluorogenic substrate; 360,000 compounds, 0.22% hits;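 active = compounds that cut the enzyme signal by at least half of the control window in the single-dose screen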;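 also: plate controls were DMSO wells with enzyme plus substrate for no effect and substrate without enzyme for full effect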
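Test system: LMPTP-A, protein tyrosine phosphatase of low molecular weight; Input: 0.625 nM enzyme; Incubation: 50 min dark incubation at room temperature; Signal: endpoint fluorescence intensity from OMFP dephosphorylation; Read-out basis: % inhibition versus control wells.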
NadD block – inhibitors of S. aureus NadD, primary screen, biochemical, colorimetric, uHTS; Nicotinate-nucleotide adenylyltransferase NadD (Staphylococcus aureus N315); 360,000 compounds, 0.78% hits; inhibition, % at 20 µM; purified NadD enzyme, colorimetric absorbance read-out; AID 602399, 2012; in the data active = inhibition above about 26%; also: some compounds past the cut are filed as inactive
MT1-MMP act inh – blockers of MT1-MMP proenzyme processing, primary screen, HT1080 RFP-PRO-GFP cells, GFP/RFP fluorescence; Matrix metalloproteinase-14 (Homo sapiens), P50281; GFP/RFP ratio change, % at 20 µM; 360,000 compounds, 0.061% hits; GFP/RFP ratio fluorescence, overnight; percent of plate control window, DMSO zero; AID 651647, 2012;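 active = GFP/RFP ratio change of at least 30% with cell ATP level not reduced by more than half and red fluorescence within 50% of control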; also: strong numbers were not always called active
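Assay system: RFP-PRO-GFP reporter HT1080 cells; read-out basis: GFP/RFP fluorescence ratio; benchmarks: DMSO wells and RFP-L50D-GFP cells; doses: 20 µM single dose, 1% DMSO; schedule: overnight cell settling, then overnight compound exposure, 37 °C, 5% CO2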
STEP inh – STEP phosphatase inhibitors, primary screen, biochemical, fluorescence intensity, uHTS; Tyrosine-protein phosphatase non-receptor type 5 (Homo sapiens), P54829; recombinant STEP, OMFP fluorogenic substrate; inhibition, % at 20 µM; 360,000 compounds, 0.25% hits; AID 588621, 2011;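 active = inhibition at 20 µM, scaled per plate between control wells, above about 37%, limit read from the data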;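 also: 0% = DMSO with enzyme and substrate and 100% = substrate only without enzyme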
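Test system: STEP tyrosine phosphatase / Reagent: OMFP at 25 µM / Doses: 20 µM, 1% DMSO / Read-out: percent inhibition scaled to no-enzyme and uninhibited-enzyme controls, plate-pattern corrected / Detection: FITC-channel fluorescence of OMFP product / Medium: Bis-Tris buffer pH 6.0, 2.5 mM DTT, 0.005% Tween 20 / Schedule: 20 min at room temperature, dark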
NRP1-CendR mod – modulators of CendR peptide binding to NRP-1, primary screen, biochemical, fluorescence polarization, uHTS | inhibition, % at 25 µM | FAM-RPARPAR peptide binding to NRP-1 | AID 602438, 2012 | Neuropilin-1 (Homo sapiens), O14786 | 360,000 compounds, 0.85% hits;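 active = inhibition or corrected inhibition above about 18%, plus a signal ratio from 0.5 to 1.5, limit read from the data, passing the limit was not always enough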; also: strong numbers were not always called active
Target sequence (O14786 whole entry, looked up): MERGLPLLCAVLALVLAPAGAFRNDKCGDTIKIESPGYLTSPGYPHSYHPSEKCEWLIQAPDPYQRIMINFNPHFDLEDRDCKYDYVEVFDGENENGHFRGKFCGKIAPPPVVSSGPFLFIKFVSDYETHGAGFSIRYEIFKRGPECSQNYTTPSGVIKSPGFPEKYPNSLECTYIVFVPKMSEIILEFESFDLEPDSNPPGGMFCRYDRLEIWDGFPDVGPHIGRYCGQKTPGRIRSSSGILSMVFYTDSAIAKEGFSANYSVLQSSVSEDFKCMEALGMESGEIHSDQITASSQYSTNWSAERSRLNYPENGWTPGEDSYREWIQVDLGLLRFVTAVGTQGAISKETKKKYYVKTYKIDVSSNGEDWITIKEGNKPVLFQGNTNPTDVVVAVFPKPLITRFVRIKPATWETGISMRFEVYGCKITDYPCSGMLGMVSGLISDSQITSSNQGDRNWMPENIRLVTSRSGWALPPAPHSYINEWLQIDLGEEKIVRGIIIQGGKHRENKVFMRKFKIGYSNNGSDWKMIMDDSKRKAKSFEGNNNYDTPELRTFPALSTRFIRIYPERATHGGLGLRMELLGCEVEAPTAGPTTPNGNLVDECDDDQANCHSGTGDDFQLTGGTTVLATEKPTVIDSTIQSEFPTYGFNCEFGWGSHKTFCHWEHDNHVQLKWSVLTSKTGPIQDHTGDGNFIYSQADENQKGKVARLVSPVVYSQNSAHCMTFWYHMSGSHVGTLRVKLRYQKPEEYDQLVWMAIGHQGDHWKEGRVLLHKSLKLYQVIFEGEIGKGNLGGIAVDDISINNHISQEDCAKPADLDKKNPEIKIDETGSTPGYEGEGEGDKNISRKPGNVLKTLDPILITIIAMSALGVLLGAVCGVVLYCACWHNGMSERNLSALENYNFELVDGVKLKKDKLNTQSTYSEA
DNMT1 block – human DNMT1 methyltransferase inhibitors, primary screen, biochemical, molecular beacon, fluorescence, HinP1I cleavage, uHTS. inhibition (reported as % activation of signal), % at 10 µM. 360,000 compounds, 0.83% hits; in the data active = inhibition above about 50%
* = called active by the depositor; i = inactive; / = no result given.

entry	Molecule	SKN-1 inh	SUMO1-SIM PPI	Rpn11 block	Scp-1 inhibitor	LMPTP block	NadD block	MT1-MMP act inh	STEP inh	NRP1-CendR mod	DNMT1 block
1	CC(=O)c1c(C)nc2nonc2c1N	1	-25	i	-7	1.2	-3	1	-3	3	1
2	Cc1ccc(/C=N/Nc2cn[nH]c(=O)n2)o1	11	-8	i	-7	-1.7	-1	14	3	12	2
3	CSc1cccc(NC(=O)CN(c2ccc(C)cc2C)S(C)(=O)=O)c1	-5	3	i	-11	1.7	-9	-2	-2	1	-7
4	O=C1NC(=O)C(Cc2cccc(Oc3ccccc3)c2)S1 (stereo not drawn)	21	11	i	-8	-3.0	0	-1	-2	5	1
5	Cc1nn2c(COc3ccc(NC(=O)c4ccccc4Cl)cc3)nnc2c2ccccc12	8	-5	i	0	3.8	4	-3	3	-10	-13
6	CC(C)N1CCN(Cc2ccc3c(c2)Cc2ccccc2-3)CC1CCO (stereo not drawn)	7	1	i	-2	-0.8	-7	1	-1	-2	3
7	Cn1ccnc1SCC(=O)N1CCc2ccccc21	1	3	i	-2	-1.3	-4	-1	0	9	1
8	O=c1c2ccccc2oc2cc(OCc3ccc(F)cc3)cc(O)c12	9	1	i	-3	1.4	-1	1	4	-2	9
9	Oc1ccccc1-c1cc(C(F)(F)F)nc(-c2ccccc2)n1	-2	3	i	-7	2.7	0	-5	1	5	1
10	Cc1cc(C(C)(C)C)cc(C)c1S(=O)(=O)N1CCN(C(=O)c2cc([N+](=O)[O-])c[nH]c2=O)CC1	5	-6	i	-2	0.2	22	-1	0	4	-2
11	N#C/C(=C/c1ccc(CNS(=O)(=O)c2ccccc2)o1)C(N)=O	2	-19	i	-1	-0.2	-2	2	-1	4	-5
12	Cc1cc(C)c(C)c(OCCCCn2cnc3ccccc3c2=O)c1	17	1	i	12	0.9	3	-5	3	-12	-4
13	O=C(CCN1CCCCC1)N/N=C/c1c[nH]c2ccccc12	-6	-2	i	-8	0.9	-4	-1	-2	8	-2
14	CCn1c(SCC(=O)N/N=C/C=C\c2ccccc2[N+](=O)[O-])nc2ccccc21	2	-19	i	-7	1.8	10	0	52*	0	-4
15	CCCn1c(Cc2ccccc2)n[nH]c1=S	19	2	i	6	-0.2	0	1	5	5	0
16	O=C(COC(=O)Cc1ccc(Cl)cc1)Nc1ccc(OC(F)F)cc1	6	38	i	-9	0.9	-5	4	-3	5	-1
17	CCC(C)c1ccc(S(=O)(=O)N2CCN(C(C)C(=O)NC3CCCC3)CC2)cc1 (stereo not drawn)	-6	2	i	-6	-0.4	0	-4	-1	11	-3
18	Cc1cc(NC(=O)C(C)SCC(=O)OCC(=O)N(C)c2ccccc2)no1 (stereo not drawn)	2	3	i	-3	-1.1	1	0	2	-10	-3
19	COc1ccc([C@H]2C[C@H](O)[C@@H](n3cc(-c4ccc(F)cc4)nn3)CN2Cc2cccs2)cc1	1	1	i	/	5.2	16	-2	-3	-3	-25
20	OCC1(Cc2ccc(F)cc2F)CCCN(CCCc2ccccc2)C1 (stereo not drawn)	16	4	i	-8	0.3	0	9	2	1	-3
21	COc1cc(C(=O)N(c2ccc(C)c(C)c2)C2C=CS(=O)(=O)C2)cc(OC)c1OC (stereo not drawn)	-5	2	i	-7	-1.9	3	0	-2	-16	0
22	CSCCC(NC(=O)/C(=C/c1ccc2c(c1)OCO2)NC(=O)c1cccc([N+](=O)[O-])c1)C(=O)O (stereo not drawn)	-3	-11	i	1	-0.4	-4	-1	1	-5	-3
23	COc1ccc(NC(=O)CN(C)CC(=O)Nc2cccc(F)c2)cc1Cl	-8	3	i	0	-1.6	-6	6	-3	28*	-3
24	CC(=O)c1c(C)nc(-c2ccccc2)nc1NC(=O)C(C)C	13	-1	i	6	0.0	-8	2	5	-7	-1
25	c1ccc(-c2nc3ccccc3[nH]2)cc1	97	3	i	-3	-0.4	1	0	1	2	0
26	CCOc1ccc(S(=O)(=O)N2CCN(C(=O)c3cc4c(s3)CCCC4)CC2)cc1	12	-2	i	-8	6.4	2	5	3	-19	-12
27	COc1ccc2[nH]c3c(C)c4ccncc4c(C)c3c2c1	18	-24	i	4	47	36*	-15	10	20	-102
28	COc1cccc(-c2cc(C(=O)N3CCCCCC3)no2)c1	-2	-5	i	-1	0.5	-6	2	-4	1	-3
29	Cc1cccc(Nc2nc(NCCO)nc(N3CCCC3)n2)c1	3	-1	i	-10	-0.9	-7	4	2	2	-3
30	CCOCCCn1c(SCC(=O)NC2CCCCC2)nc2ccccc2c1=O	8	5	i	/	-1.0	0	2	-2	-7	1
31	CNc1snc(C)c1C(=O)OC(C)C(=O)Nc1cccc(C)c1 (stereo not drawn)	-7	2	i	-5	-1.1	-2	-5	2	-1	-3
32	CC(=O)c1cccc(NC(=O)c2cc(-c3ccco3)on2)c1	7	-3	i	-7	0.7	-5	4	2	-3	-9
33	COc1ccc([N+](=O)[O-])cc1NC(=O)c1csc(C)c1	18	-12	i	-6	8.1	0	-5	1	9	0
34	COc1ccccc1NC(=O)CN1CCC(n2c(C)nc3cc(F)ccc32)CC1	9	2	i	-2	1.1	-13	-4	-3	3	-9
35	Cc1ccsc1C(=O)OCc1nc2ccccc2c(=O)[nH]1	3	0	i	1	-1.6	-1	3	-3	3	-1
36	COc1ccc(OC)c(/C=C/C(=O)OCC(=O)Nc2nnc(-c3ccccc3)o2)c1	1	-4	i	14	3.1	44*	0	0	-11	2
37	CC1CCCC(O)(C(C(=O)O)c2ccccc2)C1 (stereo not drawn)	7	0	i	-10	-1.8	-1	-2	1	8	-3
38	CCOC(CNC(=O)Cn1nc(Cc2ccncc2)c2ccccc2c1=O)OCC	7	-4	i	-2	-1.1	-6	4	-2	4	5
39	O=C(NNC1=Nc2cccc3cccc1c23)c1ccc(Br)cc1	0	4	i	5	4.7	14	-80	2	-22	31
40	COc1ccccc1NC(=O)CC1C(=O)NCCN1C(=O)Nc1ccc(Cl)c(Cl)c1 (stereo not drawn)	11	-1	i	-8	-0.7	-5	3	-1	4	-1
41	Cc1ccc(NC(=O)Nc2ccc(F)cc2F)c(OC(F)F)c1	10	0	i	-6	0.3	-9	3	-4	3	6
42	CCCn1c(SCC(=O)NCc2ccco2)nnc1C(C)C	-10	-1	i	3	0.1	5	-4	-2	-3	12
43	COC(=O)CCC(=O)Nc1cccc(Cl)c1	5	-5	i	5	0.1	-3	0	-2	-9	2
44	COc1cc(NC(=S)NCc2ccco2)cc(OC)c1	18	-1	i	-6	-0.2	-4	-4	-1	-12	-2
45	O=C(COC(=O)c1ccccc1OCc1ccccc1Cl)NC1CCS(=O)(=O)C1 (stereo not drawn)	5	-4	i	-8	0.1	-9	-5	8	2	1
46	O=C(NCCS(=O)(=O)N1CCN(c2ccccc2F)CC1)c1cccs1	-12	5	i	-4	0.1	-1	0	-2	6	-1
47	CCn1c(/C=N/Nc2ccc(C(=O)O)cc2)nc2ccccc21	-2	12	i	10	1.4	1	4	-2	-6	2
48	CCC(CC)C(=O)N(C)c1c(C)nc2c(OCc3ccc(OC(F)F)cc3)cccn12	-2	0	i	/	0.0	-2	-3	1	-2	1
49	Cc1nc2ccccn2c(=O)c1NC(=O)c1ccc2c(c1)OCO2	9	-6	i	/	-1.1	-2	1	-1	4	0

Among those listed so far, 6 have a Cl atom.
entry	Molecule	SKN-1 inh	SUMO1-SIM PPI	Rpn11 block	Scp-1 inhibitor	LMPTP block	NadD block	MT1-MMP act inh	STEP inh	NRP1-CendR mod	DNMT1 block
5	Cc1nn2c(COc3ccc(NC(=O)c4ccccc4Cl)cc3)nnc2c2ccccc12	8	-5	i	0	3.8	4	-3	3	-10	-13
16	O=C(COC(=O)Cc1ccc(Cl)cc1)Nc1ccc(OC(F)F)cc1	6	38	i	-9	0.9	-5	4	-3	5	-1
23	COc1ccc(NC(=O)CN(C)CC(=O)Nc2cccc(F)c2)cc1Cl	-8	3	i	0	-1.6	-6	6	-3	28*	-3
40	COc1ccccc1NC(=O)CC1C(=O)NCCN1C(=O)Nc1ccc(Cl)c(Cl)c1 (stereo not drawn)	11	-1	i	-8	-0.7	-5	3	-1	4	-1
43	COC(=O)CCC(=O)Nc1cccc(Cl)c1	5	-5	i	5	0.1	-3	0	-2	-9	2
45	O=C(COC(=O)c1ccccc1OCc1ccccc1Cl)NC1CCS(=O)(=O)C1 (stereo not drawn)	5	-4	i	-8	0.1	-9	-5	8	2	1

Sorted by number of heavy atoms (rising): some entries from above
entry	Molecule	SKN-1 inh	SUMO1-SIM PPI	Rpn11 block	Scp-1 inhibitor	LMPTP block	NadD block	MT1-MMP act inh	STEP inh	NRP1-CendR mod	DNMT1 block
37	CC1CCCC(O)(C(C(=O)O)c2ccccc2)C1 (stereo not drawn)	7	0	i	-10	-1.8	-1	-2	1	8	-3
27	COc1ccc2[nH]c3c(C)c4ccncc4c(C)c3c2c1	18	-24	i	4	47	36*	-15	10	20	-102
36	COc1ccc(OC)c(/C=C/C(=O)OCC(=O)Nc2nnc(-c3ccccc3)o2)c1	1	-4	i	14	3.1	44*	0	0	-11	2

Random draw from the library (roughly 3.9% active in at least one column).
